N370S GC mod – N370S glucocerebrosidase modulation, Gaucher chaperone candidate; P04062; N370S GC spleen homogenate, 4MU-glucoside fluorescence; Potency, µM (doses to about 59.4 µM), without a hit: at the top dose activity change, negative = inhibition, hits mostly inhibitors; 0.092% of 330,000 active;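 further: 0% = full enzyme activity and -100% = no enzyme basal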
FEN1 inh – human FEN1 inhibition. 0.35% of 390,000 active. Recombinant FEN1 flap cleavage, fluorescence, 15 min. AID 588795. Potency, µM (highest dose often 114 µM), for the others: at the top dose activity change, negative = inhibition, actives largely listed as inhibitors. P39748; further: nearly all actives have a fitted effect of over 65% in size
Target sequence (P39748 whole entry, looked up): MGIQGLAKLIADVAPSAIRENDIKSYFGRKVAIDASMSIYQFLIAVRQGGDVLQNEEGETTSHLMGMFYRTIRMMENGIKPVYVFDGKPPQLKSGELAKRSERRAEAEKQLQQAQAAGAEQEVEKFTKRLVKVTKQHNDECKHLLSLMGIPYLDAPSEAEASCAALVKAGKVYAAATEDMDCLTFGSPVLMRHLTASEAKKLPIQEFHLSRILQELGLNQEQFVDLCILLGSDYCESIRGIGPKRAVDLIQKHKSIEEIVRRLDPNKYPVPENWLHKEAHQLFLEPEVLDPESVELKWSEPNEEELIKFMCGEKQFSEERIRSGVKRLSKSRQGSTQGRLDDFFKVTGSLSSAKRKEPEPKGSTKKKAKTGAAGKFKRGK
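Potency values derive from four-parameter Hill fits of normalized qHTS data. The reaction used 10 nM FEN1 preincubated 15 min at room temperature with compound, then 50 nM DNA substrate, read at 0 and 15 min.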
TDP1 inh – inhibitors of human tyrosyl-DNA phosphodiesterase TDP1; Q9NUW8; recombinant TDP1, AlphaScreen DNA substrate cleavage; Potency, µM (top dose mostly 130 µM), for the others: at the top dose activity change, negative = inhibition, most hits filed as inhibitors; 0.28% of 350,000 active; AID 485290; further: nearly all actives have a fitted effect of over 40% in size
Target sequence (Q9NUW8 whole entry, looked up): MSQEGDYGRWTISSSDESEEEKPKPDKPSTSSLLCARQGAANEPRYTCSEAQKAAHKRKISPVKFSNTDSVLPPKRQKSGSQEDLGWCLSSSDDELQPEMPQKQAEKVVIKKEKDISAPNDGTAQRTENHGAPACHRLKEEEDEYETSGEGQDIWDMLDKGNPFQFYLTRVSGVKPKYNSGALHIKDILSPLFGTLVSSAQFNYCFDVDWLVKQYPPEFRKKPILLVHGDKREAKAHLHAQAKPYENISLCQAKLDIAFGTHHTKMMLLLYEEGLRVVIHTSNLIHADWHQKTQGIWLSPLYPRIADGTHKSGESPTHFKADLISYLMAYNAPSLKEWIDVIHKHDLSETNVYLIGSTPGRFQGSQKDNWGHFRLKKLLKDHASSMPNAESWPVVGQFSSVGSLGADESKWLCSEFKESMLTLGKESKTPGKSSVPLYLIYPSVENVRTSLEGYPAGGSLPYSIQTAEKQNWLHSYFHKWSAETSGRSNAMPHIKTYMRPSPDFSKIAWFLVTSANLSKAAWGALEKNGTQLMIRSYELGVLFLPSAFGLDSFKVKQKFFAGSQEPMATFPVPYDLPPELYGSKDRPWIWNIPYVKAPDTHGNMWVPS
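Signal: AlphaScreen proximity between streptavidin donor and anti-FITC acceptor beads on intact substrate. Reaction: Tdp1 1 nM, substrate 15 nM final, 5 min RT after 15 min compound preincubation.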
* marks the source's active call; other numbers are inactive results; ? = inconclusive; / = no result given; [ ] = dose if it differs, or a comment. The call rests on the fitted dose curve; in most records, active means well fitted curve in the direction sought with a large enough effect; inconclusive means small, poorly fitted or top-dose-only effect, or another doubt; inactive means no such curve, though single readings can be large; an effect the other way counts as inactive or inconclusive. Unless noted, on the % scale 0 is the no-effect control and ±100 the full control effect; potency means the concentration at half of the fitted maximal effect.

SMILES	N370S GC mod	FEN1 inh	TDP1 inh
Cc1cc(C)c2[nH]c(=O)c(CN(Cc3nnnn3C3CCCC3)C3CCCCC3)cc2c1	2%[2.35 µM]	-2%	0%
CC(CS(=O)(=O)c1ccc2c(c1)NC(=O)CS2)C(=O)N1CCN(c2cccc(Cl)c2)CC1 (stereo not given)	-24%	-13%	-4%
CSc1cnc2c(=O)n(C)c(=O)[nH]c2n1	?	6%	-1%
Cc1ccc(NC(=O)CN2C(=O)NC3(CCc4ccccc43)C2=O)cc1S(=O)(=O)N1CCCCC1 (stereo not given)	-17%	-17%	-8%
O=c1cc(CSc2nc(NCc3ccccc3)c3ccccc3n2)nc2ccc(Cl)cn12	8%	12%	5%
CCOC(=O)c1c(N)n(-c2cccc(OC)c2)c2nc3ccccc3nc12	/	8%	-9%
CS(=O)(=O)NCc1nnc(SCc2c(F)cccc2Cl)o1	-18%	12%	-1%
CC1=C(C(=O)Nc2ccc(Cl)cc2)C2(CCCCC2)C(C(N)=O)C(=S)N1 (stereo not given)	-7%	/	5%
CCN(CC)S(=O)(=O)c1ccc2c(c1)N(CC(=O)Nc1c(C)cccc1C)C(=O)CO2	/	-3%	-1%
CSc1ccc(C2c3c(oc4ccccc4c3=O)C(=O)N2CCCN2CCOCC2)cc1 (stereo not given)	/	-8%	-2%
CCOC(=O)c1ccccc1NC(=O)C(C)Oc1ccccc1 (stereo not given)	?	-23%	/
COc1ccc(C(=S)N2CCOCC2)cc1OS(=O)(=O)c1ccccc1[N+](=O)[O-]	7%	0%	5%
Cc1noc(C)c1C(=O)OCC(=O)NCCc1ccccc1	/	5%	0%
CCCCC(=O)NC(=S)Nc1cccc(NC(=O)c2ccco2)c1	-7%	2%	-1%
O=C(CN1CCN(c2ncccn2)CC1)Nc1ccccc1-n1cccc1	-23%	-4%	8%
CCOC(=O)c1ccccc1NC(=O)CCc1c(C)nc2c(c1C)c(=O)n(C)c(=O)n2C	/	0%	9%
CCOc1ccc(NC(=O)C(C)Oc2ccccc2C(=O)Nc2ccc(C)c(Cl)c2)cc1 (stereo not given)	?	?	3%
COc1ccc(-c2csc(NC(=O)C3=COCCO3)n2)c(OC)c1	-2%	-3%	/
CCOC(=O)C(C)Sc1nnc2ccc3ccccc3n12 (stereo not given)	/	-5%	3%
CCOC(=O)c1c(NC(=O)COc2ncnc3sccc23)sc2c1CCC2	-4%	-6%	-2%
CCCNC(=O)CCc1c(C)nc2c(c(C)nn2-c2ccc(C)cc2)c1C	-13%	4%	/
CCc1ccccc1N1C(=O)C2C3CC(=O)C(c4ccccc43)C2C1=O (stereo not given)	-2%	-11%	-5%
O=C(c1ccco1)N1CCN(S(=O)(=O)c2cccc([N+](=O)[O-])c2)CC1	2%	2%	1%
CC(=O)c1ccc(NC(=O)C2CCCN2S(=O)(=O)c2cccc3cccnc23)cc1 (stereo not given)	14%	19%	4%
CC(=O)N(O)C/C=C/c1cccc(Oc2ccccc2)c1	-10%	/	11%
CS(=O)(=O)N1CCN(C(=O)c2cc(-c3cccs3)nc3ccccc23)CC1	29%	-2%	2%
O=C(Nc1cc(SCCO)cc([N+](=O)[O-])c1)c1ccco1	-12%	-3%	3%
CCOc1ccc(NC(=O)CS(=O)CC(=O)Nc2cccnc2)cc1 (stereo not given)	4%	-3%	/
CC(OC(=O)c1ccc(S(=O)(=O)N2CCOCC2)cc1)c1ccccc1 (stereo not given)	-2%	-5%	/
Cc1ccc(-n2ccnc2SCC(=O)O)c(C)c1	6%	7%	-7%
CCCCOc1ccc(N(CC(=O)NC2CCCCC2)C(=O)c2snc(C(N)=O)c2N)cc1	4%	11%	4%
Nc1c(NCc2ccccc2F)c(=O)[nH]c(=O)n1Cc1ccccc1	24%	-7%	-2%
CCCCCCn1c(CNC(=O)c2ccccc2)nc2ccccc21	/	-6%	6%
CCN(c1ccccc1)S(=O)(=O)c1csc(C(N)=O)c1	-10%	-3%	/
Cc1cccc(C(=O)NCCNC(=O)c2cccnc2)c1	-24%	10%	/
CC(C)(C)c1ccc(NC(=O)NCc2ccco2)cc1	16%	-8%	10%
Cn1cc(SCC(=O)Nc2ccc3c(c2)OCCO3)c2ccccc21	-6%	9%	8%
Cc1ccc(S(=O)(=O)c2c(N)n(CCC(C)C)c3nc4ccccc4nc23)cc1	?	?	-4%
O=C(COC(=O)CCc1c[nH]c2ccccc12)Nc1ccc([N+](=O)[O-])cc1	14%	1%	6%
CCCCCCN(C(=O)CCCCCN1C(=O)NC(c2ccc3ccccc3c2)C(C(=O)OCc2ccccc2)=C1C)C(C(=O)NCCCC)c1ccc(OCC(=O)OC)c(C(=O)OC)c1 (stereo not given)	-5%	/	9%
Cc1ccc(CSc2cn(CC(=O)N3CCCCC3)c3ccccc23)cc1	/	-21%	-5%
CN(C)CCNC(=O)CN1C(=O)COc2ccc(S(=O)(=O)N3CCCC3)cc21	/	-4%	3%
C=CCc1cccc(C2NC(C(=O)O)CCC2C)c1 (stereo not given)	7%[12.8 µM]	/	7%[21 µM]
COc1ccc(NC(=O)CSc2n[nH]c(=O)n2C2CC2)cc1Cl	0%	1%	-1%
Cc1cccc(N2CCN(C(=O)c3cc(C)oc3C)CC2C)c1 (stereo not given)	12%	13%	3%
COc1ccc(/C(C#N)=C/c2ccccn2)cc1	?	-14%	-1%
Cc1ccccc1-n1c(C)cc(/C=C(\C#N)C(=O)NCC2CCCO2)c1C (stereo not given)	-3%	13%	1%
OC[C@@H]1O[C@@H](Oc2ccc(O)cc2)[C@H](O)[C@@H](O)[C@@H]1O	-9%	/	3%
Cc1ccc(OCCCn2c(CCNC(=O)C3CCCCC3)nc3ccccc32)c(C)c1	/	3%	0%
O=[N+]([O-])c1ccc(NC(=S)N2CCc3ccccc3C2)cc1	0%	-6%	5%
CC(C)CN(C(=O)COC(=O)CNC(=O)c1ccc(Cl)cc1)C1CCS(=O)(=O)C1 (stereo not given)	-7%	-1%	8%
O=C(NCCS(=O)(=O)NCc1cccnc1)c1ccccc1	1%	-15%	/
O=C(NCc1ccc2c(c1)OCO2)O[C@@H]1C(=O)c2cc(Br)ccc2O[C@H]1c1ccc2c(c1)OCO2	11%	/	12%
COc1ccc(-n2c(SCc3nnc(-c4ccccc4)o3)nnc2-c2ccccc2)cc1	17%	8%	2%
CC(C)CC(=O)N1CCN(S(=O)(=O)c2ccc(F)cc2)CC1	8%	1%	1%
Cc1ccc(-n2nc(C)c3c(C(=O)NCCc4ccc(S(N)(=O)=O)cc4)cc(C)nc32)cc1	/	11%	1%
COc1ccc(-c2cc(-c3ccc(O)cc3)nc(N)c2C#N)cc1	17%	15%	/
COc1ccc(Cn2ccc3nc(C)c(C(=O)N4CCN(c5cccc(OC)c5)CC4)cc3c2=O)cc1	/	-7%	11%
CC(C)CC(c1nnnn1C(C)(C)C)N1CCN(Cc2ccccc2)CC1 (stereo not given)	0%	6%	6%
CCCn1c2ccccc2c2cnn(CC(=O)Nc3ccccc3OC)c(=O)c21	/	2%	-3%

The final two records of the section above come first, to join the parts.
SMILES	N370S GC mod	FEN1 inh	TDP1 inh
CC(C)CC(c1nnnn1C(C)(C)C)N1CCN(Cc2ccccc2)CC1 (stereo not given)	0%	6%	6%
CCCn1c2ccccc2c2cnn(CC(=O)Nc3ccccc3OC)c(=O)c21	/	2%	-3%
Nc1c(C(=O)Nc2ccc(F)cc2)sc2nc(-c3cccs3)cc(C(F)(F)F)c12	/	0%	0%[12.3 µM]
CC1(C)CC(=O)C2=C(C1)Nc1ccccc1NC2c1ccc(F)c(F)c1 (stereo not given)	5%	-18%	/
COc1cccc(OC)c1C(=O)N1CCN=C1SCc1cccnc1	3%	-12%	6%
CCOC(=O)c1ccc2c(c1)nc(SC(C)C(=O)NCC1CCCO1)n2CC (stereo not given)	/	-25%	2%
O=C(CNC(=O)c1ccc(Br)o1)Nc1ccccc1	-4%	-3%	/
Cn1nc(-c2ccc(NCCO)c([N+](=O)[O-])c2)c2ccccc2c1=O	2%	10%	-1%
Oc1ccc(Cl)cc1C1C=C(c2ccc3c(c2)OCO3)NC(c2ccc(Br)cc2)N1 (stereo not given)	/	-6%	5%
COC(=O)c1nn2c(C(F)(F)F)cc(-c3ccc(Br)o3)nc2c1Br	-22%	13%	10%
COc1ccc(NC(=S)N2CCN(Cc3ccccc3)CC2)cc1	6%	3%	5%
COc1cc2c(-c3ccc(C)cc3)nc3c(c(C)nn3-c3ccccc3)c2cc1OC	/	6%	3%[2.28 µM]
Cc1noc(C)c1NC(=O)N(C)C[C@H]1Oc2ccc(NS(=O)(=O)c3cccs3)cc2C(=O)N([C@H](C)CO)C[C@@H]1C	/	2%	0%
O=C(Cc1ccccc1)O/N=C1\CCCc2ccccc21	1%	-1%	3%
NC(=O)[C@@H]1CCCN1Cc1nc(Cc2ccccc2F)no1	-3%	-5%	/
COc1ccc(NC(=O)CCC(=O)N2CCCC2)c([N+](=O)[O-])c1	3%	22%	3%
CCCCn1c2nc3ccccc3nc2c2c(=O)n(-c3ccccc3)cnc21	26%	-12%	5%
CCCCNC(=O)[C@H]1C[C@H]1[C@@H](O)[C@H](CO)NC(=O)[C@H](COCc1ccccc1)NC(=O)OC(C)(C)C	-5%	12%	/
COc1cc(-c2noc(C)c2C#Cc2ccsc2)cc(OC)c1OC	11%	?	/
CC1=C(C(=O)OCc2ccccc2)C(c2ccc(N(C)C)cc2)NC(=O)N1 (stereo not given)	-1%	-14%	5%
COc1ccc(CC(=O)Nc2ccc(-c3nc4ccccc4s3)c(C)c2)cc1OC	/	14%	-6%
CCSc1c(-c2ccccc2)nc2c(C)cccc2c1C(=O)O	2%	-5%	4%
CCc1cccc(N2C(=O)N(Cc3c(F)cccc3Cl)c3ccccc3S2(=O)=O)c1	/	-10%	5%
COc1ccccc1CNC(=O)COC(=O)CSc1ccc(C)c(C)c1	-5%	-1%	2%
CN(CC(=O)Nc1ccc(Cl)cc1)C(=O)CNC(=O)c1ccc2c(c1)OCO2	-1%	0%	/
Cc1nc(NCCc2ccccc2F)c(C#N)c(C)c1[N+](=O)[O-]	17%	-17%	0%

In another format: results already given.
Value order: N370S GC mod, FEN1 inh, TDP1 inh
C=CCc1cccc(C2NC(C(=O)O)CCC2C)c1 (stereo not given)
→ 7%[12.8 µM], /, 7%[21 µM]
COc1ccc(NC(=O)CSc2n[nH]c(=O)n2C2CC2)cc1Cl
→ 0%, 1%, -1%
Cc1cccc(N2CCN(C(=O)c3cc(C)oc3C)CC2C)c1 (stereo not given)
→ 12%, 13%, 3%
COc1ccc(/C(C#N)=C/c2ccccn2)cc1
→ ?, -14%, -1%
Cc1ccccc1-n1c(C)cc(/C=C(\C#N)C(=O)NCC2CCCO2)c1C (stereo not given)
→ -3%, 13%, 1%
OC[C@@H]1O[C@@H](Oc2ccc(O)cc2)[C@H](O)[C@@H](O)[C@@H]1O
→ -9%, /, 3%
Cc1ccc(OCCCn2c(CCNC(=O)C3CCCCC3)nc3ccccc32)c(C)c1
→ /, 3%, 0%
O=[N+]([O-])c1ccc(NC(=S)N2CCc3ccccc3C2)cc1
→ 0%, -6%, 5%
CC(C)CN(C(=O)COC(=O)CNC(=O)c1ccc(Cl)cc1)C1CCS(=O)(=O)C1 (stereo not given)
→ -7%, -1%, 8%
O=C(NCCS(=O)(=O)NCc1cccnc1)c1ccccc1
→ 1%, -15%, /
O=C(NCc1ccc2c(c1)OCO2)O[C@@H]1C(=O)c2cc(Br)ccc2O[C@H]1c1ccc2c(c1)OCO2
→ 11%, /, 12%
COc1ccc(-n2c(SCc3nnc(-c4ccccc4)o3)nnc2-c2ccccc2)cc1
→ 17%, 8%, 2%
CC(C)CC(=O)N1CCN(S(=O)(=O)c2ccc(F)cc2)CC1
→ 8%, 1%, 1%
Cc1ccc(-n2nc(C)c3c(C(=O)NCCc4ccc(S(N)(=O)=O)cc4)cc(C)nc32)cc1
→ /, 11%, 1%
COc1ccc(-c2cc(-c3ccc(O)cc3)nc(N)c2C#N)cc1
→ 17%, 15%, /
COc1ccc(Cn2ccc3nc(C)c(C(=O)N4CCN(c5cccc(OC)c5)CC4)cc3c2=O)cc1
→ /, -7%, 11%

(listing goes on)
SMILES	N370S GC mod	FEN1 inh	TDP1 inh
CCCSc1ncc(Cl)c(C(=O)Nc2ccc(S(=O)(=O)N3CCC(C)CC3)cc2)n1	/	-2%	4%
Cc1cc(NC(=O)CSc2nc3c(cnn3-c3cccc(Cl)c3)c(=O)[nH]2)no1	/	3%	0%
CC(C)(C)c1csc(NC(=O)c2ccc(Br)o2)n1	?	-22%	-2%
CC(O)(C#CCN1CCCC1)c1ccccc1 (stereo not given)	-5%	-6%	7%
Brc1ccc(-c2csc3ncnc(-n4nnc5ccccc54)c23)cc1	-23%	-9%	-2%
Cc1cc(C)cc(N(CC(=O)NC(C)(C)C)C(=O)CCC(=O)Nc2nccs2)c1	-8%	2%	/
COC(=O)c1ccccc1NC(=O)CSc1n[nH]c(-c2ccco2)n1	0%	-1%	10%
C=C(c1ccccc1O)n1ccnc1	-16%	7%	/

Screening data from PubChem BioAssay.
